Screens deposited in PubChem by National Center for Advancing Translational Sciences (NCATS).
TCR activator = Activators of T cell receptors: qHTS campaign | primary human leukocytes, anti-CD3, IL-2 HTRF, 48 h | AID 504894, 2011 | 330,000 tested, under 10 active | Potency, µM (titrated, usually from 9.22 µM), inactives show at the highest dose activation of IL-2 secretion, usual class: activators; further: % of control where 0% means no effect
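1) Mix primary human leukocytes, a-CD3 beads and compound. 2) Incubate 48 hr. 3) Add HTRF IL-2 reagents (a-IL-2-K, a-IL-2-d2).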
S-ASM inh = Inhibitors of Secretory Acid Sphingomyelinase (S-ASM): qHTS; 340,000 compounds, 0.006% hits; placental ASM, HMU-PC fluorogenic substrate, 60 min; Potency, µM (titrated, usually from 57.5 µM), for inactives: at the top dose activity change, negative = inhibition, usual class: inhibitors; Sphingomyelin phosphodiesterase (Homo sapiens), P17405; AID 504937, 2011; further: potency means the concentration at half of the fitted maximal effect
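HMU-PC0 cleavage (9 uM final) by human placental ASM, 60 min at 37 °C following 10 min compound exposure at RT; stopped at pH 10, fluorescence Ex 386/Em 447 nm.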
TSHR antagonist = Antagonists of the Thyroid Stimulating Hormone Receptor: HTS campaign. activity change, negative = inhibition, % at 11.5 µM. Thyrotropin receptor (Homo sapiens), P16473. TSHR-expressing cells, TSH-stimulated cAMP HTRF, 2 h; active compounds read low. 330,000 compounds, 0.2% hits;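 active means activity change below a set negative limit, meaning inhibition stronger than a set level, cut at about -70% in these data; inconclusive means activity change between two set negative limits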; further: on the % scale 0 is the no-effect control and ±100 the full control effect
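Read-out is FRET at 665 nm (cryptate excitation 337 nm) from a cryptate-tagged anti-cAMP antibody, competed by cell cAMP against cAMP-d2. Compounds are tested on freshly harvested TSHR cells challenged with 4nM TSH (EC80) for 2 hours at 37 deg C.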
Menin-MLL TR inh = qHTS Assay for Inhibitors Targeting the Menin-MLL Interaction in MLL Related Leukemias: Competition With Texas Red Labeled MLL-derived Mutant Peptide; O00255; Menin + Texas Red MLL mutant peptide, fluorescence polarization; Potency, µM (top dose mostly 61.6 µM), for the others: at the highest dose FP activity change, negative = inhibition, actives largely listed as inhibitors; 270,000 compounds, 0.23% hits; active means well fitted inhibition curve with a large enough effect in the polarisation, with a control signal flat, not every such curve was filed as active; inconclusive means small, poorly fitted or top-dose-only effect, or effect the other way, or a change in a side signal; inactive means no such curve, though single readings can be large or run the other way; the % refers to the polarisation; further: potency means the concentration at half of the fitted maximal effect; % of control where 0% means no effect; many of its hits are not listed in these tables
Integrin act MD = qHTS for Activators of Integrin-Mediated Alleviation for Muscular Dystrophy | alpha7betagal myoblasts, beta-gal FDG fluorescence, 48 h | Potency, µM (top dose mostly 38.3 µM), inactives show top-dose activation, usual class: activators | 350,000 compounds, 0.064% hits;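 further: potency means the concentration at half of the fitted maximal effect; 100% = response of the positive control SU9516; nearly all actives have a fitted effect of over 60% in size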
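Alpha7betagal+/- myoblasts (passage 13) were plated 16-24 hr, then exposed to compounds (1:260 dilution of DMSO stock) for 48 hours at 37C. After MPER lysis, β-galactosidase reporter activity was read as FDG fluorescence (ex 480/em 540) after 30 minutes.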
PTAP TSG101 blk = qHTS Assay for Iinhibitors of HIV-1 Budding by Blocking the Interaction of PTAP/TSG101. Tumor susceptibility gene 101 protein (Homo sapiens), Q99816. Fluorescence polarization, FITC-PTAP peptide / Tsg101 binding. Potency, µM (titrated, usually from 115 µM), without a hit: at the highest dose activity change, negative = inhibition, usual class: inhibitors. 340,000 tested, under 10 active. AID 493005, 2010; active means well fitted inhibition curve with a large enough effect in the main read-out, with a control signal flat, not every such curve was filed as active; inconclusive means small, poorly fitted or top-dose-only effect, or effect the other way, or a change in a side signal; inactive means no such curve, though single readings can be large or run the other way; further: potency means the concentration at half of the fitted maximal effect; % of control where 0% means no effect
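Steps: Tsg101 binding domain dispensed (10 uM final), compounds pinned in DMSO, FITC-labeled PTAP-motif peptide added (50 nM final); after 20 min binding at room temperature, polarization measured.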
CXXC DNA block = qHTS Fluorescence Polarization Assay for Inhibitors of MLL CXXC domain - DNA interaction; Histone-lysine N-methyltransferase 2A (Homo sapiens), Q03164; AID 2662, 2010; MLL-CXXC / FITC-HOXA9 DNA fluorescence polarization; Potency, µM (series often up to 115 µM), for inactives: at the top dose activity change, negative = inhibition, usual class: inhibitors; 290,000 compounds, 0.037% hits; active means well fitted inhibition curve with a large enough effect in the polarisation, with a control signal flat, not every such curve was filed as active; inconclusive means small, poorly fitted or top-dose-only effect, or effect the other way, or a change in a side signal; inactive means no such curve, though single readings can be large or run the other way; the % refers to the polarisation; further: potency means the concentration at half of the fitted maximal effect
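Purified MLL-CXXC (added from a 7 uM solution) was preincubated 5 min at ambient with pinned compounds in 50 mM Tris-HCl pH 7.5, 50 mM NaCl, 1 mM DTT, 0.05% BSA. Fluorescein-labeled HOX-A9 DNA (50 nM solution) followed, 30 min, then polarization read.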
MBNL1-CUG inh = qHTS Assay for Inhibitors of MBNL1-poly(CUG) RNA binding | AID 2675, 2010 | TR-FRET MBNL1-His/biotin-(CUG)12 binding, 665/545 ratio | Potency, µM (series often up to 57.5 µM), without a hit: at the highest dose activity change, negative = inhibition, usual class: inhibitors | 280,000 compounds, 0.036% hits | Muscleblind-like protein 1 (Homo sapiens), Q9NR56; active means well fitted inhibition curve with a large enough effect in the signal ratio, with a control signal flat, not every such curve was filed as active; inconclusive means small, poorly fitted or top-dose-only effect, or effect the other way, or a change in a side signal; inactive means no such curve, though single readings can be large or run the other way; the % refers to the signal ratio; further: potency means the concentration at half of the fitted maximal effect; on the % scale 0 is the no-effect control and ±100 the full control effect
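MBNL1-His + Biotin-(CUG)12, cpd titration 92 nM–58 uM; Tb anti-His Ab 0.055 ng/ul, SA-XL665 5 nM (final); 60 min RT; ratiometric 665/545 nm, Ex 340 nm; normalized to buffer and full-complex controls.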
Mito fusion yeast = qHTS Assay for Small Molecule Inhibitors of Mitochondrial Division or Activators of Mitochondrial Fusion; AID 485298, 2010; S. cerevisiae fusion-defective mutant growth rescue, CellTiterGlo 48 h; 320,000 compounds, 0.23% hits; Potency, µM (series often up to 46.1 µM), without a hit: top-dose growth rescue (activation), usual class: activators;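 further: potency means the concentration at half of the fitted maximal effect; % of control where 0% means no effect; nearly all actives have a fitted effect of over 45% in size; temperature-sensitive fusion mutants such as fzo1-1 at 37 °C on non-fermentable ethanol glycerol medium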
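Growth-rescue viability read-out: after 48 h at the non-permissive 37C in glycerol/ethanol YPEG, yeast mitochondrial fusion mutants are measured by CellTiterGlo luminescence; compounds (23 nl pinned per well) restoring growth score as division inhibitors or fusion activators.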
AT treatment = qHTS Assay for Identifying a Potential Treatment of Ataxia-Telangiectasia; […] A-T fibroblasts, KAP-1 phosphorylation AlphaLISA; neocarzinostatin DNA damage 30 min before lysis; Potency, µM (series often up to 57.5 µM), for the others: at the highest dose activation, most hits filed as activators; 320,000 compounds, 0.19% hits; AID 485349, 2010; further: potency means the concentration at half of the fitted maximal effect; % of control where 0% means no effect; nearly all actives have a fitted effect of over 45% in size
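hTERT-immortalized A-T patient fibroblasts ([…]), 500 cells/well in OPTI-MEM, 1% FBS, got compounds for 60 min, then NCS for 30 min at 37C. Lysates were then assayed for phospho-KAP-1 by AlphaLISA (anti-pKAP1 donor, anti-KAP1 acceptor beads), 6 hr at 25C.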
The depositor's hits bear a star; i = inactive; u = inconclusive; x = no result given; [ ] = another dose, or the depositor's remark. Unless noted, the call rests on the fitted dose curve; in most records, active means well fitted curve in the direction sought with a large enough effect; inconclusive means small, poorly fitted or top-dose-only effect, or another doubt; inactive means no such curve, though single readings can be large; an effect the other way counts as inactive or inconclusive. This is a subset (hit frequency here may not be typical).

SMILES	TCR activator	S-ASM inh	TSHR antagonist	Menin-MLL TR inh	Integrin act MD	PTAP TSG101 blk	CXXC DNA block	MBNL1-CUG inh	Mito fusion yeast	AT treatment
Cc1ccccc1CNC(=O)Nc1cccs1	4%	3%	-7	27%	-6%	-7%	-1%	-12%	1%	-4%
CCOC(=O)c1c(NC(=S)N2CCCCC2)sc2c1CCN(C(=O)OCC)C2	2%	-10%	-7	x	0%	-1%	7%	14%	1%	18%
CC(NC(=O)c1cc(COc2ccc3ncccc3c2)on1)c1ccc(F)cc1 (stereo not drawn)	2%	-7%	-27	x	-51%[inhibitor]	0%	-8%	10%	5%	-26%
C=C(C)CNC(=S)Nc1cccc(S(=O)(=O)NC2=NCCC2)c1	4%	1%	0	-8%	-4%	3%	6%	-3%	3%	0%
CC1(C)C(=O)N(c2ccccc2Cl)C(=O)c2ccccc21	12%	0%	-2	-5%	0%	-1%	5%	-3%	17%	8%
COc1ccc(C(=O)N2N=C(c3ccccc3)CC2(O)C(F)(F)F)cc1 (stereo not drawn)	-9%	-15%	2	16%	-13%	1%	1%	-5%	2%	3%
S=C(NCc1ccco1)Nc1cc(-c2ccccc2)[nH]n1	4%	-2%	-5	20%	u	-6%	13%	-4%	-5%	1%
COc1ccc(-c2nc(C(N)=O)c3[nH]c(=O)n(-c4cccc(C)c4)c3n2)c(OC)c1	-2%	201%[activator]	12	5%	14%	-1%	-1%	14%	-1%	-1%
CCCCOc1ccc(S(=O)(=O)N2CCN(c3ccc(N4CCN(CC)CC4)nn3)CC2)cc1	7%	x	21	x	18%	1%	x	x	3%	1%
CCOC(=O)C[C@H]1c2ccc(C(F)(F)F)cc2S(=O)(=O)N1C(C)(C)C	4%	-2%	x	x	-7%	-1%	x	x	x	x
CCc1cccc(NC(=O)NC(=O)Cn2nnc(C(=O)OC)c2C(=O)OC)c1	4%[46.1 µM]	0%	-2	-1%	9%	-1%	3%	-14%	6%	3%
COc1ccc(C(NC(=O)c2ccc(F)cc2)c2ccccc2)cc1 (stereo not drawn)	1%[46.1 µM]	-1%	10	12%	-5%	0%	1%	-15%	0%	-3%
COc1ccc(-c2noc(CCC(=O)NC3CCCC3)n2)cc1	-7%	-2%	-12	x	-15%	-3%	-3%	x	0%	4%
O=C(CCN1C(=O)[C@@H]2Cc3ccccc3CN2C1=O)NCc1ccc(Cl)cc1	4%	-2%	-5	x	-6%	3%	-5%	-2%	0%	-5%
Cc1ccc(N2C(=O)C3C(c4ccccc4)N4CCCN4C3(C)C2=O)cc1 (stereo not drawn)	1%[46.1 µM]	6%	12	0%	4%	-2%	6%	1%	2%	5%
CC1=NNC(=O)C1CCC(=O)N/N=C/C=C/c1ccccc1 (stereo not drawn)	-5%[46.1 µM]	3%	4	-12%	-29%	0%	11%	u	-4%	-6%
CCc1cc(C(=O)OC)c(NC(=O)CC2Sc3ccc(C(F)(F)F)cc3NC2=O)s1 (stereo not drawn)	-6%[46.1 µM]	0%	-7	1%	5%	0%	-3%	u	1%	8%
CC(C)n1cnc2c(Nc3ccc(C(=O)O)cc3)nc(Cl)nc21	9%	2%	-1	x	-7%	-3%	-1%	5%	24%	-10%
CCn1c(SCC(=O)c2ccc(OC)cc2)nnc1C1CC1	-6%	-3%	-1	-7%	-9%	-1%	-6%	0%	-2%	4%
Cn1c2c(c(=O)n1-c1ccccc1)CSCC2	-2%	0%	x	x	8%	-7%	x	x	x	x
CCCSc1nc(C)cc(=O)[nH]1	-3%	-1%	-8	-4%	-15%	-4%	6%	-10%	4%	2%
CC(=O)OC(C(=O)Nc1ccccc1)C(C)S(=O)(=O)c1ccccc1 (stereo not drawn)	-2%	1%	3	0%	-33%	-5%	-5%	-8%	-1%	16%
N#Cc1cc2ccccc2n2nnnc12	2%	11%	7	u	31%	0%	5%	u	1%	5%
O=C(CNC(=O)Cc1ccc(Cl)cc1)NCc1ccco1	-6%	0%	-4	6%	14%	0%	1%	-6%	-2%	-1%

A second format for 3 compounds above:
N#Cc1cc2ccccc2n2nnnc12
  TCR activator: 2%
  S-ASM inh: 11%
  TSHR antagonist: 7
  Menin-MLL TR inh: u
  Integrin act MD: 31%
  PTAP TSG101 blk: 0%
  CXXC DNA block: 5%
  MBNL1-CUG inh: u
  Mito fusion yeast: 1%
  AT treatment: 5%

Cc1ccc(N2C(=O)C3C(c4ccccc4)N4CCCN4C3(C)C2=O)cc1 (stereo not drawn)
  TCR activator: 1%[46.1 µM]
  S-ASM inh: 6%
  TSHR antagonist: 12
  Menin-MLL TR inh: 0%
  Integrin act MD: 4%
  PTAP TSG101 blk: -2%
  CXXC DNA block: 6%
  MBNL1-CUG inh: 1%
  Mito fusion yeast: 2%
  AT treatment: 5%

Cn1c2c(c(=O)n1-c1ccccc1)CSCC2
  TCR activator: -2%
  S-ASM inh: 0%
  TSHR antagonist: x
  Menin-MLL TR inh: x
  Integrin act MD: 8%
  PTAP TSG101 blk: -7%
  CXXC DNA block: x
  MBNL1-CUG inh: x
  Mito fusion yeast: x
  AT treatment: x

Remaining list, next part.
SMILES	TCR activator	S-ASM inh	TSHR antagonist	Menin-MLL TR inh	Integrin act MD	PTAP TSG101 blk	CXXC DNA block	MBNL1-CUG inh	Mito fusion yeast	AT treatment
N#Cc1c2n(c(=S)n(-c3ccccn3)c1=O)CCCCC2	0%	7%	-9	1%	-12%	-2%	3%	4%	1%	0%
O=C(COC(=O)C1CCCC1)NCc1ccc(Cl)cc1	-2%	18%	0	1%	35%	-1%	5%	x	-9%	-2%
CN(C)C=Nc1nonc1N	2%	-2%	18	17%	8%	1%	6%	4%	-2%	5%
NC(=O)c1c(NC(=O)Cn2cc([N+](=O)[O-])cn2)sc2c1CCCC2	7%	-3%	-3	25%	11%	1%	6%	x	5%	4%
CCOC(=O)Cn1c(=O)oc2cc(S(=O)(=O)NC3CCCc4ccccc43)ccc21 (stereo not drawn)	-2%	-10%	-9	0%	1%	0%	8%	1%	6%	2%
Oc1ccc(/C=N/NC2=NCCCCC2)cc1	6%	6%	0	2%	u	-9%	34%[activator]	11%	1%	x
CCOC(=O)NC(Nc1nnc(C)s1)(C(=O)OCC)C(F)(F)F (stereo not drawn)	-21%	1%	24	6%	18%	-6%	-4%	4%	-1%	-7%
Cc1ccc(C)c(N(C(=O)c2snc(C(N)=O)c2N)C(C(=O)NCC2CCCO2)c2cccs2)c1 (stereo not drawn)	3%	i	-24	-6%	0%	0%	-3%	15%	5%	24%
Cc1ccc(S(=O)(=O)N2CCCCC2)cc1NC(=O)c1cnccn1	6%	3%	3	x	-1%	-2%	x	x	-4%	0%
COc1ccc(CN2CCCC(C(=O)N3CCCC3)C2)c(OC)c1 (stereo not drawn)	-5%	-3%	7	25%	-25%	-3%	u	-12%	1%	23%
O=C(/C=C/c1ccc(OC(F)F)cc1)Nc1cccc(S(=O)(=O)N2CCOCC2)c1	-8%	u	-16	x	u	-4%	7%	16%	-5%	6%
CN1CCN(C2CCN(c3ccc(Nc4nnc(Cl)c(Nc5ccccc5S(C)(=O)=O)n4)c(OC(CF)CF)c3)CC2)CC1	0%	-5%	-17	x	-22%	-2%	x	x	x	7%
Cn1nc(C(C)(C)C)cc1C(=O)NNC(=O)c1ccc(C(F)(F)F)cc1	19%	4%	-10	x	-13%	-1%	-9%	12%	0%	-2%
Cc1sc2nc3c4ccccc4c(NCc4ccco4)nn3c(=O)c2c1C	-10%	i	-7	-1%	-27%	-1%	21%	9%	7%	3%
O=C(O)CCNc1ccc(Cl)cc1	5%	5%	-3	x	u	-7%	-11%	-20%	-1%	4%
